PTHR1 ag: PTHR1 (human) receptor agonism; Q03431; HEK293 GP2 PTHR1 cells, GloSensor cAMP luminescence, 1 h; Potency, µM (series often up to 115 µM), for the others: at the top dose activation, usual class: activators; actives 0.075% (n = 410,000); also: potency is read from the fitted curve at half-maximal effect; nearly all actives have a fitted effect of over 55% in size; some results filed as inactive show a strong effect at the top dose; inactives centre near -15; many of its hits are not listed in these tables
Target sequence (Q03431 whole entry, looked up): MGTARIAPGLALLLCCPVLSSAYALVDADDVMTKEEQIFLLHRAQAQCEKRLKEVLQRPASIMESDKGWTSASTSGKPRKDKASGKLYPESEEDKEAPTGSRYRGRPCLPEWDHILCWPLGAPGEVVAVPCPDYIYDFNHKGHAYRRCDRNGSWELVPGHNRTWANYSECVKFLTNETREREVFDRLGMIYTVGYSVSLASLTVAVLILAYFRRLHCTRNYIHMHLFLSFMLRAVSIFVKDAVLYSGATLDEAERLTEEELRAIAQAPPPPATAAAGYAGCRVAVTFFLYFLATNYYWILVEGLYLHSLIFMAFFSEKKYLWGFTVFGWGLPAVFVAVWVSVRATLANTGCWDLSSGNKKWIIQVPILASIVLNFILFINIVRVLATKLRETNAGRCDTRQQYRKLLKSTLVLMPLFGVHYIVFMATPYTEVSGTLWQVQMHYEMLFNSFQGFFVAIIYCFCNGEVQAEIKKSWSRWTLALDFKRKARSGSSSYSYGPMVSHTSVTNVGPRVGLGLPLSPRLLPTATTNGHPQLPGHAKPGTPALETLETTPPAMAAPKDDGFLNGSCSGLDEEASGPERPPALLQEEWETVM
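HEK-293-derived GP2 cells expressing PTHR1 and a GloSensor cAMP reporter, 3,000/well, plated overnight, given luciferin plus IBMX (each 0.5 mM as added) for 1 h at 37 °C, then compound for 1 h at 37 °C. Luminescence was read after 15 min at room temperature.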
GLP-1R agonist: GLP-1 receptor (human) agonism | actives 0.007% (n = 380,000) | HEK293 GLP-1R CRE-luciferase, luminescence, 4-6 h; cells express a hypersensitive GLP-1R form | Potency, µM (series often up to 45.6 µM), inactives show at the top dose activation, hits mostly activators; also: potency is read from the fitted curve at half-maximal effect; % of control where 0% means no effect
Target sequence (P43220 whole entry, looked up): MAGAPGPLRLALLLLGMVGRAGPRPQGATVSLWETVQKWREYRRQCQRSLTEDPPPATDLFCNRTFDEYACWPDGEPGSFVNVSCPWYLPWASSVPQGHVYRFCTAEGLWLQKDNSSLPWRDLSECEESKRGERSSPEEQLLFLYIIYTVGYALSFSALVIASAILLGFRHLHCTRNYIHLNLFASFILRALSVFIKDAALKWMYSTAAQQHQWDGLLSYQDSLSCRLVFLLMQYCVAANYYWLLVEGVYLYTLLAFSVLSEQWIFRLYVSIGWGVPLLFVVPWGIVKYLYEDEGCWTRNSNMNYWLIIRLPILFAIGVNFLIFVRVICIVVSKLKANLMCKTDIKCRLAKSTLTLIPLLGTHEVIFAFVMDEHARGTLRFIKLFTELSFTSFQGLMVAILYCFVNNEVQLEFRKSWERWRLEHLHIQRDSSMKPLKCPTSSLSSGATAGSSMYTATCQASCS
aSyn yeast inh: alpha-synuclein toxicity inhibition in yeast; actives 0.14% (n = 370,000); Yeast expressing alpha-synuclein, growth rescue, BacTiter-Glo, 24 h; Potency, µM (titrated, usually from 46.1 µM), without a hit: at the highest dose growth rescue (activation), hits mostly activators; AID 652106; also: potency is read from the fitted curve at half-maximal effect; % of control where 0% means no effect; nearly all actives have a fitted effect of over 65% in size
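Readout is rescue of growth in alpha-synuclein-expressing yeast, so inhibitors of toxicity appear as activators. Growth after 24 hr at 30 deg C in galactose medium is quantified by luminescence.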
GLP1R cytotox: cytotoxicity counter-screen for GLP-1 receptor inverse agonists | HEK293 cAMP-luciferase reporter cells, luminescence, 24 h | Potency, µM (top dose mostly 38.3 µM), inactives show top-dose activity change, negative = inhibition, usual class: inhibitors | actives 0.13% (n = 410,000) | AID 624418;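 also: loss of luciferase light is scored as toxicity; potency is read from the fitted curve at half-maximal effect; % is scaled to controls: 0 for no effect and ±100 for the full control effect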
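Quantitative HTS format, 1536 wells, 200 cells/uL seeded. Compounds: 23 nL, 24 h, 37 °C. Detection: luciferase reagent, luminescence at 12 min RT; decreased signal taken as cytotoxic.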
TDP43 rescue: rescues yeast growth from TDP-43 toxicity | TDP-43 expressing yeast growth rescue, BacTiter-Glo, 24 h | Potency, µM (series often up to 46.1 µM), without a hit: at the top dose growth rescue (activation), most hits filed as activators | actives 1.8% (n = 410,000) | AID 652104; also: potency is read from the fitted curve at half-maximal effect; % of control where 0% means no effect; nearly all actives have a fitted effect of over 50% in size
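Yeast cells expressing TDP-43 under galactose induction are exposed to compounds for 24 hr at 30 deg C. BacTiter-Glo luminescence measures growth, so protective compounds score as activators.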
KB-V1 MDR tox: kills drug-selected multidrug resistant KB-V1 cells; Potency, µM (top dose mostly 46.1 µM), for the others: top-dose activity change, negative = cytotoxicity, hits mostly cytotoxic; KB-V1 MDR cells viability, CellTiter-Glo, 72 h; actives 3.4% (n = 400,000); also: potency is read from the fitted curve at half-maximal effect; % is scaled to controls: 0 for no effect and ±100 for the full control effect; nearly all actives have a fitted effect of over 60% in size
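KB-V1, DMEM (no phenol red) + 10% FBS; cpd pin-transferred, titration series; 72 h, 37 degrees C; CellTiter-Glo, luminescence. Data normalized, curve-fit.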
D3 antag: D3 dopamine receptor (human) antagonism. D3R cells, DiscoveRx beta-arrestin luminescence, antagonist mode; stronger effect = lower value. max response, negative = inhibition, %. actives 2.5% (n = 360,000). AID 652054. P35462; in the data active = max response below about -50%; inconclusive = no clear call, values can overlap the other calls; also: % is scaled to controls: 0 for no effect and ±100 for the full control effect; mostly tested at two doses, the higher about 12 µM
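Cells expressing the human receptor were seeded at 1500 cells/well, incubated overnight at 37 degrees C in 5% CO2, then exposed to library compounds with dopamine controls for 90 minutes at 37 degrees C before luminescent detection.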
GLP-1R inv ag: acts as inverse agonist at human GLP-1 receptor. Potency, µM (series often up to 38.3 µM), without a hit: top-dose activity change, negative = inhibition, usual class: inhibitors. actives 1.6% (n = 410,000). HEK293 GLP-1R CRE-luciferase, luminescence, 24 h; GLP-1R form is constitutively active. P43220; also: potency is read from the fitted curve at half-maximal effect; % is scaled to controls: 0 for no effect and ±100 for the full control effect; nearly all actives have a fitted effect of over 55% in size
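Seeding at 200 cells/uL, 12 h culture, 24 hr compound treatment, then luciferase reagent and a luminescence read; cells are HEK293 stably expressing a constitutively active GLP-1R plus cAMP-responsive luciferase.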
D3 ag: D3 dopamine receptor (human) agonism; max activation, %; P35462; D3R DiscoveRx beta-arrestin cells, luminescence, 90 min; AID 652048; actives 0.58% (n = 410,000); in the data active = max activation above about 30%; also: 0% is about no effect; mostly tested at two doses, the higher about 12 µM
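Agonist-mode cell screen: cells plated at 1500/well and incubated overnight at 37 °C, then exposed to library compounds for 90 min at 37 °C. Detection reagent was added for 30–60 min at room temperature, and luminescence was read.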
* hit, by the source's call; i = inactive; ? = inconclusive; . = no result given; & = joins results of further samples; [ ] = remark or other dose. Unless noted, calls follow the shape of the dose curve; as a rule, active = well fitted curve in the direction sought with a large enough effect; inconclusive = small, poorly fitted or top-dose-only effect, or another doubt; inactive = no such curve, though single readings can be large; an effect the other way counts as inactive or inconclusive. The list is partial (hit frequency here may not be typical).

Sequence of screens: PTHR1 ag | GLP-1R agonist | aSyn yeast inh | GLP1R cytotox | TDP43 rescue | KB-V1 MDR tox | D3 antag | GLP-1R inv ag | D3 ag
COc1cc(Nc2cc(C)nc3ncnn23)cc(OC)c1
 : i | 10.2% | -9.2% | -1.2% | 0.0% | 0.0% | -10.6 | 26.1% | 1.5
CCOc1ccc(N2C(=O)c3ccccc3NC2(C)CC)cc1 (stereo not given)
 : -34.5%[inhibitor] | -7.8% | -2.4% | -5.6% | 4.4% | -25.3% | -16.6 | ? | -2.7
O=C(CCc1ccccc1)NNC(=O)c1ccccc1Br
 : -24.5% | -15.8% | 4.2% | 5.3% | 17.7% | -5.6% | 7.5 | 11.3% | 2.4
COc1cccc(CNC(=O)c2cccc(Br)c2)c1
 : i | 2.1% | -20.1% | -5.5% | 22.4µM* | ? | 0.9 | ? | 2.8
CCOC(=O)c1sc2ccccc2c1S(=O)(=O)N1CCN(c2cccc(OC)c2)CC1
 : -18.0% | . | . | -8.9% | 10.0% | ? | . | ? | -5.8
COc1ccc(CNC(=O)CN(c2ccc(OC)c(Cl)c2)S(=O)(=O)c2ccc(C)cc2)cc1
 : -31.3%[inhibitor] | 0.4% | 3.4% | -2.0% | -13.6% | . | -9.7 | ? | -6.7
CN(C(=O)COC(=O)C1=COCCO1)C1(C#N)CCCCC1
 : 4.4% | -14.3% | -3.3% | 8.8% | -4.0% | -12.3% | -2.7 | 25.0% | 0.0
COc1ccc(C)cc1NC(=O)C(=O)NCCc1sc(-c2ccc(Cl)cc2)nc1C
 : -1.0% | . | . | 0.5% | 15.5% | 16.4% | . | 2.5% | 1.6
O=C(CC1C(=O)NCCN1C(=O)Nc1ccccc1)Nc1cccc(C(F)(F)F)c1 (stereo not given)
 : -7.8%[57.5 µM] | 1.0% | -2.3% | 8.1% | -15.1% | ? | ? | ? | -3.2
Cc1cc2c(c(=O)n1Cc1ccccn1)C(C(C)C)C(C#N)=C(N)O2 (stereo not given)
 : i | 0.3% | 6.5% | -14.0% | 0.9% | -13.2% | 1.1 | 8.6% | 0.6
Cn1c(SCC(=O)N2CCCC2)nnc1-c1ccc2c(c1)OCO2
 : i | -2.5% | -0.2% | -14.5% | -5.0% | ? | 13.1 | -0.9% | 0.4
C=CCCC(=O)N1CCC(n2nccc2NC(=O)c2ccc(OC)cc2)CC1
 : i | 3.6% | -7.3% | 4.8% | -1.2% | -4.4% | -2.0 | -10.4% | 12.6
Cc1cc(Cl)ccc1NC(=O)CN1C(=O)NC2(CCCC2)C1=O
 : i | 15.3% | 3.0% | 1.5% | -12.7% | -7.6% | -14.1 | 9.5% | 3.1
COC(=O)C(C)Sc1nc2ccsc2c(=O)n1Cc1ccccc1 (stereo not given)
 : -13.5% | 17.3% | 2.9% | -2.3% | 26.5% | ? | -4.6 | -10.9% | -6.4
CC(C)CCNC(=O)C1CCN(S(=O)(=O)c2ccc3c(c2)CCC(=O)N3)CC1
 : -4.6% | -2.6% | 4.8% | 5.5% | 25.2% | -8.4% | 12.9 | 14.3% | 2.7
CC(C)n1nc(C(=O)Oc2cc(Cl)ccc2Cl)c2ccccc2c1=O
 : i | 15.9% | 6.0% | -11.2% | 11.2% | -0.5% | 77.2 | 0.0% | 3.7
Cc1nc2nc(SCC(=O)NCCCN3CCOCC3)nn2c(C)c1Cc1ccccc1
 : -5.7% | 3.3% | 6.1% | 2.0% | 13.3% | -8.8% | 10.6 | 13.3% | 6.0
O=C(c1ccc2c3n(nc2c1)-c1ccc(Cl)cc1CO3)N1CCCCC1
 : -32.0% | 12.1% | -26.8% | -39.4% | 26.1% | -7.3% | 0.0 | 19.1% | 12.5
CCOC(=O)C1=C[C@@H](C(C)C)N(S(=O)(=O)c2ccc([N+](=O)[O-])cc2)[C@H]1c1ccccc1
 : i | 2.2% | -0.2% | 18.3% | -4.7% | ? | 52.9 | ? | 13.2
OC(COc1ccccc1)CN1CCN(CC(O)COc2ccccc2)CC1 (stereo not given)
 : -21.5% | -2.6% | 9.8% | -15.5% | 6.1% | 10.1% | -29.6 | -2.8% | -21.9
CN(CC(=O)Nc1c(Cl)cccc1Cl)C(=O)Cc1cccs1
 : -8.3% | -2.2% | 2.1% | 3.6% | -15.3% | -11.8% | 4.6 | 10.2% | -12.3
Cc1cc(C)cc(NC(=O)CS(=O)(=O)c2cccc3nsnc23)c1
 : -0.1% | 4.0% | 0.1% | ? | -24.3% | -20.8% | -4.4 | -14.7% | -6.6
COc1ccc(CNC(=O)CN(c2cccc([N+](=O)[O-])c2)S(C)(=O)=O)cc1
 : i | -0.3% | -3.5% | -10.1% | -21.8%[0.397 µM] | ? | -3.3 | 26.5% | -5.0
O=S(=O)(NCCSCc1ccc(Cl)c(Cl)c1)c1ccc2c(c1)OCCO2
 : -1.2%[57.5 µM] | 4.5% | ? | -7.6% | 26.5% | -29.5% | -15.6 | ? | -3.6
COc1ccc(OC)c(NC(=O)N2CCN(Cc3nc4ccc(C)cc4o3)CC2)c1
 : i | . | . | -8.8% | ? | -0.8% | . | -18.0% | 3.9
Cc1ccc(N2C(=O)CC(C)CC2=O)cc1
 : i | -0.4% | 1.2% | -4.7% | 11.5% | 0.0% | 2.0 | 8.7% | 0.6
C=CCOC(=O)c1ccc(-n2cnc(C)n2)nc1
 : i | 1.9% | 7.3% | -3.9% | 0.0% | -2.3% | 3.0 | 1.9% | 1.9
CCC(c1nc2ccccc2[nH]1)n1c(=O)c(-c2cccnc2)nc2ccccc21 (stereo not given)
 : -21.4% | . | 4.2% | 2.9% | 15.9% | -13.6% | -2.5 | -18.6% | -14.9
CCOC(=O)c1cc2c(=O)n3ccccc3nc2n(CCOC)c1=NC(=O)c1cc2ccccc2o1
 : -14.7% | . | . | -20.9% | -0.4% | ? | . | 7.0% | -1.2
CCOc1ccc(NC(=O)c2oc3ccccc3c2NC(=O)Cc2cccs2)cc1
 : -10.2% | 0.8% | . | -9.5% | -2.9% | 9.5% | . | 4.5% | 1.0
Cc1cc(Nc2ccc3c(c2)OCCO3)c2ccccc2n1
 : 15.6% | 0.1% | -2.8% | ? | -20.4% | -2.5% | -18.9 | ? | -9.6
CCN(CC)C(=O)c1ccccc1NC(=O)c1cccc(S(=O)(=O)N(CC)CC)c1
 : i | 5.7% | -4.4% | -0.3% | 2.9% | ? | 14.0 | -0.3% | 0.7
CC(C)(C)c1ccc(C(=O)NNC(=O)CNC(=O)c2cccs2)cc1
 : -15.6% | 5.7% | -2.9% | -1.4% | -11.8% | 10.4% | -27.3 | -25.3% | -6.5
c1cncc(-c2nc3cc4ccccc4cc3[nH]2)c1
 : -32.0%[inhibitor] | -6.5% | -21.9% | 3.2% | -24.1% | ? | -9.6 | 59.9%[activator] | 0.1
CCC(C)(c1ccc(C(=O)OC)s1)c1ccc(C(=O)OC)s1
 : i | 5.6% | -5.7% | 5.5% | 7.6% | ? | 1.9 | ? | -10.1
COC(=O)COc1ccc(=O)n(-c2ccccc2)n1
 : -19.7% | -5.4% | 2.5% | -9.8% | 1.2% | ? | 18.6 | 2.0% | -2.8
COc1cc(OC)cc(-c2cc(NC(C)=O)n[nH]2)c1
 : -11.1% | 3.1% | -0.3% | -5.8% | 14.1% | 0.7% | -0.2 | 10.4% | 4.3
CC(C)(C)c1nc(SCC(=O)Nc2nc3c(s2)CCCC3)c2ccccc2n1
 : ? | 1.6% | -32.8%[inhibitor] | -26.8% | -10.4% | ? | -12.5 | ? | 5.7
Cc1cccc(NC(=O)c2ccccc2O)c1C
 : -31.5%[inhibitor][57.5 µM] | -2.2% | -39.0%[inhibitor] | -5.9% | -58.6%[inhibitor] | 16.4µM* | 7.7 | 7.1% | -2.0
COc1ccc(-c2nc(SCC(=O)Nc3ccc4c(c3)OCCO4)c(-c3ccc(C)cc3)[nH]2)cc1OC
 : i | . | . | -9.7% | 6.8% | -17.8% | . | ? | -1.2
COc1cccc(NC(=O)Cn2nnc(C(=O)NCc3cccs3)c2N)c1
 : -0.6% | -0.6% | 0.5% | -4.0%&-1.1% | 4.1%&15.6% | ? | 8.0 | -13.7%&-4.5% | -3.1&2.0
CC(C)(C)OC(=O)N1CCC(c2c(C(=O)N3CCN(c4cccc(Cl)c4)CC3)cnn2-c2cccc(Cl)c2)CC1
 : i | . | . | 1.5% | 28.5% | -27.3% | . | 3.0% | -9.6

Given in CSV form: six of the compounds above.
structure,PTHR1 ag,GLP-1R agonist,aSyn yeast inh,GLP1R cytotox,TDP43 rescue,KB-V1 MDR tox,D3 antag,GLP-1R inv ag,D3 ag
Cc1cc(Nc2ccc3c(c2)OCCO3)c2ccccc2n1,15.6%,0.1%,-2.8%,?,-20.4%,-2.5%,-18.9,?,-9.6
CCN(CC)C(=O)c1ccccc1NC(=O)c1cccc(S(=O)(=O)N(CC)CC)c1,i,5.7%,-4.4%,-0.3%,2.9%,?,14.0,-0.3%,0.7
CC(C)(C)c1ccc(C(=O)NNC(=O)CNC(=O)c2cccs2)cc1,-15.6%,5.7%,-2.9%,-1.4%,-11.8%,10.4%,-27.3,-25.3%,-6.5
c1cncc(-c2nc3cc4ccccc4cc3[nH]2)c1,-32.0%[inhibitor],-6.5%,-21.9%,3.2%,-24.1%,?,-9.6,59.9%[activator],0.1
CCC(C)(c1ccc(C(=O)OC)s1)c1ccc(C(=O)OC)s1,i,5.6%,-5.7%,5.5%,7.6%,?,1.9,?,-10.1
COC(=O)COc1ccc(=O)n(-c2ccccc2)n1,-19.7%,-5.4%,2.5%,-9.8%,1.2%,?,18.6,2.0%,-2.8
